Nrf2 ARE act – Nrf2 pathway activation. AREc32 ARE-luciferase reporter (MCF7-derived line), luminescence, 24 h. Potency, µM (titrated, usually from 46.1 µM), without a hit: top-dose activation, most hits filed as activators. actives 0.31% (n = 410,000); further: potency means the concentration at half of the fitted maximal effect; % of control where 0% means no effect; nearly all actives have a fitted effect of over 65% in size
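Reporter line AREc32 (ARE-Fluc), seeded overnight in OPTI-MEM with 5% FBS; compound pin-transferred, 24 hr at 37 deg C, 5% CO2; luminescent read-out.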
ATXN viability – cell viability loss in ATXN counter-screen | S2 cells (HEK-293 line with an ATXN2-luciferase reporter) viability, CellTiter-Fluor protease fluorescence, 24 h | actives 0.49% (n = 400,000) | Potency, µM (top dose mostly 56.7 µM), usual class: cytotoxic | AID 651635; further: potency means the concentration at half of the fitted maximal effect; nearly all actives have a fitted effect of over 40% in size
TGFb inhibitor – inhibitors of TGF-b signaling; Potency, µM (highest dose often 46.1 µM), for the others: top-dose activity, negative = inhibition, usual class: inhibitors; actives 1.2% (n = 410,000); HepG2 CAGA-GFP TGF-b/SMAD3 reporter, GFP fluorescence, 18 h; TGF-beta stimulated, 500 pg/mL final; AID 588855; further: potency means the concentration at half of the fitted maximal effect; on the % scale 0 is the no-effect control and ±100 the full control effect; nearly all actives have a fitted effect of over 65% in size
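HEPG2 CAGA-GFP cells (1000/well, DMEM with 1% FBS) were pre-incubated 2 h at 37 degrees C, given compound by pin tool, then stimulated with TGF-beta at 500 pg/mL final for 18 h before per-cell GFP fluorescence imaging.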
Mm-Cpn inhibitor – blocks the Methanococcus maripaludis chaperonin Mm-Cpn; actives 0.031% (n = 330,000); purified Mm-Cpn ATPase, ADP Transcreener TR-FRET; Potency, µM (top dose mostly 76.9 µM), for inactives: at the highest dose activity, negative = inhibition, hits mostly inhibitors; further: potency means the concentration at half of the fitted maximal effect; on the % scale 0 is the no-effect control and ±100 the full control effect; nearly all actives have a fitted effect of over 80% in size
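Purified archaeal Mm-CPN (25nM final) preincubated 10 min at 37degC with compound, then 10uM ATP for 30 min at 37degC; ADP measured by HTRF Transcreener TR-FRET; buffer 30 mM TRIS pH 7.4, 100mM KCl, 5mM MgCl2, 1mM DTT.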
pAkt inh – blocks phosphorylation of Akt. Neuro2A IGF-stimulated pAkt S473 HTRF, 20 min; hits give low values. activity change, % for hits at 50 µM. actives 0.32% (n = 360,000). AID 651550; in the data active means activity change below about -80%; inconclusive means mostly about -51% to -80%; further: on the % scale 0 is the no-effect control and ±100 the full control effect
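Single-point screen (50 µM final compound) in Neuro2A cells stimulated 20 min with 6 nM IGF at 37 deg C. After lysis, Ser473-phosphorylated Akt read by HTRF (ex 330 nm, em 615/665 nm) as the 665/615 ratio.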
HepG2 tox – kills HepG2 cells in TGF-b inhibitor counter-screen; Potency, µM (titrated, usually from 46.1 µM), for the others: top-dose activity change, negative = cytotoxicity, usual class: cytotoxic; HepG2 CAGA-GFP viability, ATP luminescence, 18 h; actives 0.76% (n = 410,000); AID 588856; further: potency means the concentration at half of the fitted maximal effect; some results filed as inactive show a strong effect at the top dose
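CellTiter-Glo luminescence gave cytotoxicity after 18 hours at 37 degrees C. The cells were HepG2 CAGA-GFP in 1% FBS DMEM, stimulated with 500 pg/mL TGF-beta after compound addition. %Activity was normalised to no-cell wells (complete cell-killing) and DMSO (no toxicity), and curves were fitted and classified.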
CCT modulator – modulators of cytosolic chaperonin (CCT/TRiC) activity; actives 0.3% (n = 360,000); AID 651819; purified chaperonin ATPase assay, HTRF ADP detection, 30 min; activity change, % (test concentration not listed), hits read low; in the data active means activity change below about -30%; further: on the % scale 0 is the no-effect control and ±100 the full control effect
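ATPase activity: ADP formed was measured by HTRF Transcreener (665/615 nm ratio) after 30 min at 37 deg C with 10 uM ATP. Compounds screened at one 76 uM concentration against 40 or 20 nM TRiC in Tris pH 7.4/KCl/MgCl2/DTT buffer.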
A549 tox – A549 cytotoxicity, counter-screen for Nrf2 inhibitors; actives 0.16% (n = 390,000); AID 504648; A549 ARE-Fluc cells, CellTiter-Fluor viability, 18-24 h; Potency, µM (highest dose often 46 µM), without a hit: top-dose activity change, negative = cytotoxicity, usual class: inhibitors; further: potency means the concentration at half of the fitted maximal effect; on the % scale 0 is the no-effect control and ±100 the full control effect
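A549 ARE_Fluc cells in 5% FBS OPTI-MEM were exposed to compounds in concentration-response for 18-24 h at 37 deg C. Viability was read by CellTiter-Fluor fluorescence (Ex 405/Em 525) after 30 min, before the luciferase read.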
Nrf2 block – blocks Nrf2 signaling; Potency, µM (doses to about 46 µM), without a hit: top-dose activity change, negative = inhibition, usual class: inhibitors; A549 ARE-Fluc reporter, luciferase luminescence, 18-24 h; actives 2.1% (n = 360,000); AID 504444; further: potency means the concentration at half of the fitted maximal effect; on the % scale 0 is the no-effect control and ±100 the full control effect; nearly all actives have a fitted effect of over 60% in size
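A549 ARE_Fluc cells (5000/well, 5% FBS OPTI-MEM) pre-incubated 2 h, then treated with compounds 18-24 h at 37C/5% CO2 in concentration-response. CellTiter-Fluor viability read first; BugLite luciferase luminescence after 15 min at room temperature gives Nrf2 activity.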
An asterisk follows results filed as active; i = inactive; ? = inconclusive; nt = no result given; & = joins results of further samples; [ ] = another dose, or the depositor's remark. Unless noted, the call rests on the fitted dose curve; in most records, active means well fitted curve in the direction sought with a large enough effect; inconclusive means small, poorly fitted or top-dose-only effect, or another doubt; inactive means no such curve, though single readings can be large; an effect the other way counts as inactive or inconclusive. Rows were taken by chance, and some 4.4% of all compounds hit somewhere here.

SMILES	Nrf2 ARE act	ATXN viability	TGFb inhibitor	Mm-Cpn inhibitor	pAkt inh	HepG2 tox	CCT modulator	A549 tox	Nrf2 block
CCOc1ccc(NC(=O)CN(C)C(=O)c2cc(C)oc2C)cc1OCC	-0.9%	?	22%	0%	i	9%	-1.0	1%	7%
Cc1nnc(NC(=O)c2csc3c2CCC(C)C3)s1 (stereo unspecified)	0.0%	i	1%	4%	i	-4%	0.8	0%	23%
CN(Cc1ccccc1Cl)C(=O)c1cc2ccccc2o1	2.5%	i	9%	0%	i	-29%	-0.4	3%	?
CCOc1ccc(-n2c(SCC(N)=O)nnc2-c2ccco2)cc1	0.0%	i	11%	1%	i	2%	1.4	4%	-1%
COc1cccc(CNc2nc(Cl)nc3nc[nH]c23)c1	nt	nt	1%&-3%	nt	nt	-10%&-3%	nt	0%&2%	?
C[C@H](CO)N1C[C@H](C)[C@@H](CN(C)Cc2ccc(O)cc2)OCc2cnnn2CCCC1=O	0.2%	i	23%	nt	i	1%	0.1	nt	nt
CC1SC(c2ccccc2Cl)NC1=O (stereo unspecified)	-0.1%	i	-24%	2%	i	-31%	0.6	-1%	-7%
COCCOC(=O)C1=C(C)Nc2ncnn2C1c1ccc(F)cc1 (stereo unspecified)	-0.1%	i	?	-2%	i	-6%	-9.8	3%	3%
Cc1ccccc1NC1=C(Cl)C(=O)OC1OC(=O)c1ccco1 (stereo unspecified)	?	?	-23%	1%	i	-38%	0.4	1%	-3%
Clc1ccccc1CSc1nncn1NC/C=C/c1ccccc1	3.4%	i	-13%	1%	i	-10%	1.4	0%	-10%
COC(=O)CC(NC(=S)NC(=O)c1ccccc1)c1ccc(Br)cc1 (stereo unspecified)	9.9%	i	-16%	0%	i	-21%	-1.0	-2%	-2%
O=C(N/N=C1/CC2C=CCC12)c1cccs1 (stereo unspecified)	0.7%	i	20%	-2%	i	4%	-0.7	0%	22%
CCOC(=O)C1=C(CSCc2ccccc2)NC(=O)NC1c1cc(C)ccc1C (stereo unspecified)	0.4%	i	?	2%	i	-59%	0.4	?	18µM*
CCOc1ccc(S(=O)(=O)Nc2cc(S(=O)(=O)N3CCOCC3)ccc2OC)cc1	-0.9%	nt	20%	-2%	i	0%	-1.6	4%	-4%
Cc1ccc(NC(=S)N=Nc2c(O)n(C)c3ccc(S(=O)(=O)N4CCOCC4)cc23)cc1C	-0.5%	i	8%	3%	i	-3%	0.2	0%	1%
[N-]=[N+]=N[C@@H](CCN1CC[C@H](O)CCC1=O)c1ccccc1	-1.0%	i	-3%&-6%	4%	i	0%&7%	-0.4	-1%	12%
COc1cc(OC)cc(OC(=O)C2CCN(C(=O)c3ccc(Cl)cc3)CC2)c1	-0.2%	i	-1%	1%	i	8%	1.1	0%	3%
CCN=C1SC(CC(=O)Nc2sc3c(c2C#N)CCCC3)C(=O)N1CC (stereo unspecified)	-0.3%	?	4%	1%	i	-1%	0.0	?	-22%
NC(=O)CSc1nnc(-c2ccc(S(=O)(=O)N3CCOCC3)cc2)n1CC1CCCO1 (stereo unspecified)	-0.2%	i	-28%	0%	i	-10%	-0.5	-14%	5%
O=C(Nc1ccc(N2CCOCC2)cc1)c1csc([C@@H]2O[C@H](CO)[C@H](O)[C@H](O)[C@H]2O)n1	-0.3%	i	-1%	nt	i	-4%	-2.0	nt	nt
Cc1ccccc1C(=O)N1CCC(C(=O)Nc2ccc(S(=O)(=O)N3CCCCC3)cc2)CC1	2.7%	i	-16%	-3%	i	20%	-1.6	2%	?
CCCOP(=O)(c1ccc(N(C)C)cc1)C(O)c1cccnc1 (stereo unspecified)	-0.3%	i	1%	2%	i	3%	1.6	-4%	16%
Cc1ccc(NC(=O)COc2coc(CN3CCN(Cc4ccccc4)CC3)cc2=O)cc1	2.5%	i	5%	-2%	i	-4%	-4.6	-20%	?
Cc1ccc(CNC(=O)CCC(=O)Nc2nnc(C(C)C)s2)cc1	-0.1%	i	12%	1%	i	3%	-2.4	0%	10%
Cc1onc(-c2c(F)cccc2Cl)c1C(=O)N1CCN(c2ncc(Br)cn2)CC1	-0.1%	i	-15%	3%	i	-2%	-11	13%	?
O=C(Cc1ccc(Br)cc1)Nc1cccc(S(=O)(=O)N2CCOCC2)c1	1.3%	i	-19%	1%	i	-14%	1.8	2%	-16%
COc1cccc(-c2cc(C(=O)N3CCN(C(=O)c4ccco4)CC3)on2)c1	0.3%	i	1%	2%	i	-94%	-1.1	17%	39%
COc1ccc(/C=C2\Sc3ccc(C(=O)NCCN4CCCCCC4)cc3N(C)C2=O)cc1	7.0%	i	?	-12%	i	-53%	0.9	-6%	6%
COc1ccc(NC(=O)Nc2ccc(N(C)C)cc2)cc1	0.0%	i	14%	-5%	i	-20%	-2.2	-3%	?
O=C1CN(C(=O)c2ccc(Br)o2)C(c2ccccc2)c2cc(F)ccc2N1 (stereo unspecified)	4.6%	i	-5%	1%	i	-21%	-2.5	-5%	8%
COc1ccc(Cl)cc1C(=O)NNC(=O)c1nc2nc(C)cc(C)n2n1	21%	i	-13%	0%	i	-17%	-1.1	-3%	-7%
CCOc1ccccc1CN1CCCC(C(=O)c2ccc(OC)c(OC)c2)C1 (stereo unspecified)	0.3%	?	5%	-3%	i	-18%	-1.5	-2%	-4%
O=C(O)C1CCC(=O)N1C1CCCC1 (stereo unspecified)	-0.3%	i	32%[activator]	-1%	i	37%	2.0	4%	nt
O=C(CC1C(=O)NCCN1CC1CCCCC1)NCc1ccc(Cl)cc1 (stereo unspecified)	-0.5%	i	?	-6%	i	-20%	1.7	-2%	-3%
CC(C)CC(=O)N1CCN(S(=O)(=O)c2ccccc2)CC1	0.3%	nt	-6%	3%	nt	-18%	-0.9	-1%	0%
CSc1nc(N)c(C#N)c(-c2ccccc2Cl)c1C#N	2.7%	i	-14%	-9%	i	3%	-0.5	9%	-18%
Cn1c(CCc2ccccc2)nnc1SCC(=O)N1CCCC1	-0.4%	i	?	1%	i	11%	-0.2	1%	nt
CC(C)Nc1ccc(-c2nc(-c3ccco3)no2)cc1[N+](=O)[O-]	?	i	?	nt	nt	-9%	nt	8%	?
COc1ccc(-c2ncncc2-c2ccc(Cl)cc2)c(O)c1	-0.4%	i	10%	-1%	i	-25%	0.6	0%	-17%
Cc1ccc(NC(=O)Cc2nnc(SCC(=O)Nc3ccccc3)n2C)cc1	-0.5%	i	9%	0%	i	2%	-9.0	2%	3%
COc1cc(SC)ccc1C(=O)OCC(=O)N1CCCC1	2.6%	i	5%	1%	i	-1%	-0.3	-3%	13%

6 entries drawn at random from those above:
SMILES	Nrf2 ARE act	ATXN viability	TGFb inhibitor	Mm-Cpn inhibitor	pAkt inh	HepG2 tox	CCT modulator	A549 tox	Nrf2 block
[N-]=[N+]=N[C@@H](CCN1CC[C@H](O)CCC1=O)c1ccccc1	-1.0%	i	-3%&-6%	4%	i	0%&7%	-0.4	-1%	12%
O=C(O)C1CCC(=O)N1C1CCCC1 (stereo unspecified)	-0.3%	i	32%[activator]	-1%	i	37%	2.0	4%	nt
Cc1ccc(NC(=O)Cc2nnc(SCC(=O)Nc3ccccc3)n2C)cc1	-0.5%	i	9%	0%	i	2%	-9.0	2%	3%
NC(=O)CSc1nnc(-c2ccc(S(=O)(=O)N3CCOCC3)cc2)n1CC1CCCO1 (stereo unspecified)	-0.2%	i	-28%	0%	i	-10%	-0.5	-14%	5%
Cc1ccccc1C(=O)N1CCC(C(=O)Nc2ccc(S(=O)(=O)N3CCCCC3)cc2)CC1	2.7%	i	-16%	-3%	i	20%	-1.6	2%	?
Cc1ccc(CNC(=O)CCC(=O)Nc2nnc(C(C)C)s2)cc1	-0.1%	i	12%	1%	i	3%	-2.4	0%	10%

From PubChem BioAssay
